Assay outcomes as filed in PubChem BioAssay.
A3G deaminase: APOBEC3G (human) deaminase inhibition. Q9HC16. recombinant A3G, ssDNA deamination FAM/TAMRA fluorescence. inhibition, % at 20 µM. 330,000 compounds, 0.28% hits. AID 493012;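 active = inhibition of at least 40% at 20 µM, with no more than 30% in the related APOBEC3A deaminase screen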;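 note: plate controls were DMSO wells with A3G for no effect and wells lacking A3G enzyme for full effect; some compounds called inactive have numbers as strong as hits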
Target sequence (Q9HC16 whole entry, looked up): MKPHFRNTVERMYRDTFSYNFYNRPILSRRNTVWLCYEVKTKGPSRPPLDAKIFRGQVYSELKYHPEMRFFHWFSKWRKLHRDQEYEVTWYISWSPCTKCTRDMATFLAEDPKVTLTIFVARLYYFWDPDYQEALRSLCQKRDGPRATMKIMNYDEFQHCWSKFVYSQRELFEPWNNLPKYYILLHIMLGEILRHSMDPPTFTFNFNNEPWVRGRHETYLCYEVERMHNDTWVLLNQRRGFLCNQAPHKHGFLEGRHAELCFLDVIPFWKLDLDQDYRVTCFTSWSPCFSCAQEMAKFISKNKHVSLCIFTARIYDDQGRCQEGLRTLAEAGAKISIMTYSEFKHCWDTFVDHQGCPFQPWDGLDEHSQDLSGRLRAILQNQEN
NR3A LBD binder: NR3A (human) ligand-binding domain modulation. NR3A LBD differential scanning fluorimetry, Tm shift; 0% = protein alone, 100% = glycine-bound protein. Tm shift relative to glycine control, % at 25 µM. AID 1259313. 340,000 compounds, 2.5% hits;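 active = melting temperature shift of at least 10% of the positive control shift, at one fixed dose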
CCR6 antag: CCR6 (human) receptor antagonism; P51684; 340,000 compounds, 0.49% hits; AID 493098; CHO-K1 CCR6 PathHunter beta-arrestin, luminescence, CCL20-stimulated; inhibition, % at 20 µM;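 active = compounds whose inhibition of the agonist-driven luminescence signal at 20 µM reaches about 50%, limit read from the data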;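 note: cells stimulated with CCL20 at 14 nM final; plate controls were DMSO with CCL20 for no effect and DMSO without agonist for full effect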
EBI2 antag: blocks human EBI2 receptor beta-arrestin signaling. P32249. EBI2 beta-arrestin recruitment, luminescence, 7a,25-OHC stimulated. inhibition, % at 5 µM. 360,000 compounds, 0.81% hits. AID 651636; in the data active = inhibition above about 38%;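 note: enzyme fragment complementation signal reports receptor beta-arrestin coupling in cells; 0% = agonist plus DMSO wells and 100% = wells without agonist; some results beyond the cut were filed as inactive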
Target sequence (P32249 whole entry, looked up, the tested form may be a part): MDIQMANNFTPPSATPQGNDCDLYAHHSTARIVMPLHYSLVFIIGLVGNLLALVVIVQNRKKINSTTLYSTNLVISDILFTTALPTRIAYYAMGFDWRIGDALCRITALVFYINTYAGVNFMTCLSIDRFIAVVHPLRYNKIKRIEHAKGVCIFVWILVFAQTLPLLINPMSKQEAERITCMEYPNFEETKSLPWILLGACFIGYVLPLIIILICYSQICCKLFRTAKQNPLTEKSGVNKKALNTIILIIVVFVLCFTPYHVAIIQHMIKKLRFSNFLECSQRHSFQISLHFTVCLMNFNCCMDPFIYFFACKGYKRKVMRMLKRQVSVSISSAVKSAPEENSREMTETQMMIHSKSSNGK
APOBEC3A inh: blocks human APOBEC3A ssDNA deamination; P31941; recombinant A3A, FAM/TAMRA ssDNA deamination fluorescence; inhibition, % at 20 µM; 330,000 compounds, 0.41% hits;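 active = at least 40% inhibition at 20 µM here, with at most 30% in a related deaminase screen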;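 note: plate controls were A3A with DMSO for no effect and wells lacking A3A enzyme for full effect; some results filed as inactive read as strong as hits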
Target sequence (P31941 whole entry, looked up): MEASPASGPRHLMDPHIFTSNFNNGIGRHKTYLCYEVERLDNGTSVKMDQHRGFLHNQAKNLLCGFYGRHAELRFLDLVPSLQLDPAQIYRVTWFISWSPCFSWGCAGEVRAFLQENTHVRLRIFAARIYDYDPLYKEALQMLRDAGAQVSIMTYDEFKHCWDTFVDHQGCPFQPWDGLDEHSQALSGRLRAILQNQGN
MPTP inh: permeability transition pore inhibition | isolated mouse mitochondria, Ca2+ swelling absorbance, 30 min | inhibition, % at 10 µM | 360,000 compounds, 1.4% hits;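 active = inhibition of 50% or more, scaled per plate between neutral and stimulator controls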;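 note: 0% = DMSO wells given calcium and 100% = 1 mM EGTA wells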
CXCR6 block: inhibitors of human CXCR6 receptor; inhibition, % at 20 µM; CHO-K1 PathHunter CXCR6 beta-arrestin, luminescence; 360,000 compounds, 0.36% hits; in the data active = inhibition above about 34%, passing the limit was not always enough;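 note: antagonist mode with CXCL16 agonist at 10 nM final; 0% = 10 nM CXCL16 with DMSO and 100% = unstimulated wells without agonist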
Gli-Sufu block: Gli-Sufu pathway antagonism; Sufu-KO-LIGHT fibroblasts, Gli luciferase reporter luminescence; inhibition, % at 5 µM; 340,000 compounds, 0.74% hits;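 active = inhibition above about 55%, limit read from the data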;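 note: 0% = DMSO-treated cells and 100% = wells with medium but no cells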
* hit, by the source's call; x = no result given; & = joins results of further samples. Rows are unselected. Share with any hit: about 5.8%.

The line under a structure holds: A3G deaminase, NR3A LBD binder, CCR6 antag, EBI2 antag, APOBEC3A inh, MPTP inh, CXCR6 block, Gli-Sufu block
(1) CCC(C(=O)NC1CCCC1)N(Cc1cccs1)C(=O)Cn1nnc(-c2ccc(OC)c(OC)c2)n1 (centres undefined)
    -4, 1, 12, 30, -1, 0.4, 4, 7
(2) CCOC(=O)N1CCN(Cc2nc(N)nc(Nc3ccc(C)cc3)n2)CC1
    -3, -1, 2, -5, 6, -1.1, -5, 0
(3) O=C(NC(NC1CCS(=O)(=O)C1)C(Cl)(Cl)Cl)c1ccc(Br)cc1 (centres undefined)
    5, -1, -4, 5, 2, 91*, -14, 13
(4) O=C(Cn1cc(C(=O)C(F)(F)F)c2ccccc21)NCc1ccco1
    -3, 0, 12, 2, 3, 0.7, 8, -3
(5) Cc1ccc(NC(=S)N2CCCC(c3nc4ccccc4[nH]3)C2)cc1 (centres undefined)
    -3, -3, -1, 0, 1, 1.3, 3, 10
(6) Cc1cccc(NC(=O)CSc2ccc(-c3cccnc3)nn2)c1
    -7, -2, 5, -4, -5, -1.7, -9, -11
(7) CCN(Cc1ccncc1)Cc1cn[nH]c1-c1ccc(OC)cc1F
    -3, 0, 1, -1, 1, 2.0, -12, 13
(8) Cc1cccc2cc(CN(Cc3ccccc3)C(=O)c3cccc(F)c3)c(Cl)nc12
    -8, 3, 1, 18, 8, 4.6, 16, 13
(9) CCN(C(=O)c1ccnn1C)c1ccccc1
    -9, -7, -11, -14, -3, 0.1, -4, 24
(10) COc1cccc(OC)c1OCCCN1CCOCC1
    -3, 3, -2, -19, -15, -1.1, -2, 5
(11) Cc1ccc(S(=O)(=O)N2CCN(C(=O)CN3C(=O)NC(C)(c4ccc(Cl)cc4)C3=O)CC2)c(C)c1 (centres undefined)
    7, -2, 5, 2, 30, 0.6, -8, -3
(12) CCOC(=O)N1CCN(C(=O)c2cc3c(ccc4ccccc43)oc2=O)CC1
    -3, 0, 1, -7, -1, -1.4, 4, -8
(13) COc1ccc(OCCNS(=O)(=O)Cc2ccccc2)cc1
    -8, -4, -1, 10, -4, 0.9, 4, 2
(14) COCCCNCCOCCOc1ccc(Cl)cc1C(C)(C)C
    1, -1, 9, -3, 2, 61*, 2, -2
(15) COC(=O)c1ccc(SCc2ccccc2)nc1
    -6, 0, 6, -2, -3, 1.2, -6, -9
(16) Cc1cc2occ(CC(=O)OCC(=O)Nc3sc4c(c3C#N)CCC(C)C4)c2cc1C (centres undefined)
    -1, 5, 10, -1, 1, -0.2, -1, -22
(17) COc1ncccc1C(=O)N1CCCC(C(=O)c2cc(F)ccc2F)C1 (centres undefined)
    2, 0, 7, 0, 1, 2.4, 5, 1
(18) Cc1cc2nnc(SCc3ccc4c(c3)OCO4)n2c2ccccc12
    x, -1, 25, 5, x, 2.1, 13, 10
(19) COC(=O)N/N=C(\C)c1ccc(OC(F)F)cc1OC(F)F
    -7, -1, 6, -9, -2, 0.6, -7, -6
(20) COc1ccc(OC)c(S(=O)(=O)NCCOC23CC4CC(CC(C4)C2)C3)c1
    0, 0, 0, 2, 5, 1.7, -2, 6
(21) Cc1noc(C)c1C(=O)NC(C)c1ccc2c(c1)OCO2 (centres undefined)
    -5, 0, 10, -3, -4, -0.5, 9, 6
(22) CC1(C)CC(=O)C2=C(C1)OC(N)=C(C#N)C21C(=O)N2CCCc3cccc1c32 (centres undefined)
    -5, -1, -18, -1, -2, -2.5, 0, 4
(23) C/C(=N/NC(=O)CNS(=O)(=O)c1ccc(C)cc1)c1cccc([N+](=O)[O-])c1
    -2, 1, 3, -12, 0, 0.9, -8, 11
(24) CCCOc1ccc(S(=O)(=O)N2C(=O)CC(=O)N(Cc3ccc(OCC)cc3)C2=O)cc1
    3, 2, 3, x, 7, x, x, 3
(25) Cc1ccc(NC(=O)CCC(=O)n2nc(C)cc2C)c(C)c1
    -8, 0, -1, -7, -4, -1.0, 1, -3
(26) O=C(Nc1ccccc1)/C(=C/c1ccc([N+](=O)[O-])cc1)NC(=O)c1ccco1
    -7, -2, 8, 11, 2, 1.9, 10, 12
(27) CC(Nc1nc(N2CCCCC2)nc2ccccc12)c1ccccc1 (centres undefined)
    0, -1, 5, 6, 0, 42, -9, 33
(28) COc1cccc(N(CC(=O)NCCSc2ccccc2)S(C)(=O)=O)c1
    -8, 1, -4, 29, 1, -1.1, 2, 2
(29) COc1cc(C2NC(=O)NC(C)=C2C(=O)OCc2ccc(C)cc2)cc(OC)c1O (centres undefined)
    -3, -2, 1, -4, -1, 1.8, -5, 6
(30) Cc1ccc(/C=C/c2nnc(-c3cccc(C)c3)o2)cc1
    37, 4, 23, 2, -3, 2.5, -3, -4
(31) Cc1ccccc1NC(=O)C(=O)NCCc1ccccc1
    8, 2, 0, -7, -2, -3.6, -5, 1
(32) CCN1CCN(Cc2ccc(NC(=O)c3ccc(C)c(NC(=O)N4CCNC4=O)c3)cc2C(F)(F)F)CC1
    -1&1, -3&1, 22&15, -1&8&5, 1&5, -1.8&-1.5&-1.4, -2&-2&-2, 30&36
(33) Cc1ccc(NC(=O)CCOc2ccccc2)cc1S(=O)(=O)Nc1ccccc1Cl
    -9, 2, 13, 11, -5, 22, -3, 9
(34) O=c1c2cc(Cl)ccc2nc(-c2ccc([N+](=O)[O-])cc2)n1O
    1, 2, -11, -8, 1, 0.5, 3, -4
(35) COc1ccc(NC(=O)CSc2nnc(-c3ccccc3)n2N)cc1
    -7, 0, 12, -2, 0, -0.9, -2, -19
(36) Cc1cc(C)c2nc(NC(=O)C3CSC4(C)CCC(=O)N34)sc2c1 (centres undefined)
    -3, -1, 12, 6, 3, -0.9, -6, -5
(37) Cc1onc(-c2ccccc2Cl)c1C(=O)N1CCN(c2ccccc2)CC1
    -2, -2, 21, 5, 6, 0.1, 6, 15
(38) Cc1cccc(NC(=O)c2sc(Cl)nc2-c2ccccc2)c1
    -1, -2, 5, 2, -16, 5.7, 9, 1
(39) COc1ccc(C(=O)NCCc2ccccc2)cc1OC
    -3, -1, 8, 0, -3, -0.2, 0, 26
(40) CCCCNC(=O)COC(=O)c1cc(C)nc2ccccc12
    2, 0, -7, 4, 5, 0.7, 14, 3
(41) CCN(C[C@H]1N[C@@](C)(C(=O)OC)[C@H]2C(=O)N(Cc3ccccc3)C(=O)[C@@H]12)S(=O)(=O)c1ccc(C(C)(C)C)cc1
    -7, -2, 9, 2, -4, -0.2, 6, -3
(42) CN(C)S(=O)(=O)N1CCCC(C(=O)c2ccc(C(F)(F)F)cc2)C1 (centres undefined)
    -2, -2, 16, -6, 2, -1.3, 8, 8
(43) COC1=CC(=Cc2c(N)n3nc(CC(=O)N4CCCCC4)sc3nc2=O)C=C(OC)C1=O
    2, 1, 5, -5, 0, -1.3, 0, -4
(44) Cc1nc(N2CCN(C(=O)CCC(=O)O)CC2)c2c(C)c(C)sc2n1
    -5, 1, -3, -1, -3, 2.4, -1, -2
(45) O=C(Nc1cccc(Cl)c1)c1cc(N=Nc2ccc([N+](=O)[O-])cc2Cl)ccc1O
    8, 19*, 100*, 13, 12, 25, 64*, 32
(46) CCn1c(SCC(=O)Nc2cc(C)on2)nc2c(c1=O)SC(C)C2 (centres undefined)
    -4, 0, 20, -11, -3, -0.4, 0, 5
(47) COCCn1c(=O)[nH]c2cc(C(=O)Nc3cc(OC)c(OC)c(OC)c3)ccc2c1=O
    -4, 2, 5, -4, 5, -0.1, 4, 15
(48) O=C(NCc1ccccc1)C(c1ccccc1)N(C(=O)c1csnn1)c1ccccc1 (centres undefined)
    -2, -2, -3, 2, -4, -0.9, -3, -19
(49) Cc1c(C(=O)OCc2ccccc2)nnn1-c1nonc1N
    -1, 2, -3, -4, -1, 1.3, 2, 4
(50) O=C(Cc1cccs1)N(Cc1cccs1)C1(C(=O)NC2CCCCC2)CCCCC1
    -5, 0, 14, -6, -1, 5.1, 9, 13
(51) COc1cccc(CN2C(=O)C(C)N(C(=O)c3ccccc3)c3ccccc32)c1 (centres undefined)
    -8, -10, 6, -5, -3, 1.7, -3, -13
(52) O=C(CN(Cc1ccccc1)C(=O)CNS(=O)(=O)c1ccccc1)NCc1ccco1
    -4, 0, 2, -17, -1, -0.2, 3, -11
(53) COc1ccc(NC(=O)C(CC(C)C)NC(=O)c2ccccc2C)cn1 (centres undefined)
    -6, -3, 2, -7, -3, 16, 6, -4
(54) Cc1cccc(C)c1NC(=O)COC(=O)c1c2c(nc3ccccc13)/C(=C\c1ccc3c(c1)OCO3)CCC2
    x, 7, 24, -12, x, 2.8, 12, 1
(55) Cc1ccc(CN2CCN(/N=C/c3ccccc3)CC2)cc1
    6, -1, 7, -4, 2, 2.0, 4, 3
(56) CCCCn1c(N)c(N(CCOC)C(=O)c2nn(CC)c(=O)c3ccccc23)c(=O)[nH]c1=O
    -5, 0, 7, -7, 11, -1.2, 7, -14
(57) COc1ccc(CN=Cc2[nH]c3ccc(Br)c(Cl)c3c2O)cc1
    -10, -4, 11, 4, 0, 5.8, 0, 13
(58) Cn1c2ccccc2c2cnn(CC(=O)Nc3ccccc3Br)c(=O)c21
    -8, 2, 6, -18, -1, 1.3, 5, 0
(59) Cc1ccc(-n2nnc3c(=O)n(CC(=O)NCc4ccco4)cnc32)cc1
    -6, 2, -39, -2, -3, -0.3, -7, 1
(60) COc1cc(/C=C/C(=O)Nc2ccc3nc4n(c(=O)c3c2)CCCC4)cc(OC)c1OC
    -5, -2, -10, 10, -3, 0.5, -4, 7

Remaining list, next part.
The line under a structure holds: A3G deaminase, NR3A LBD binder, CCR6 antag, EBI2 antag, APOBEC3A inh, MPTP inh, CXCR6 block, Gli-Sufu block
(61) CC(=O)N1N=C(c2cccc([N+](=O)[O-])c2)OC1c1ccc(Br)cc1 (centres undefined)
    -6, 2, 20, 1, -2, 3.6, 8, 8
(62) CCOC(=O)CN1C(=O)N[C@@H](c2ccco2)C(C(=O)OC)=C1C
    -6, -1, 3, -10, 1, 0.1, -8, -9
(63) COc1c(Cl)cccc1-c1cn2ccccc2n1
    -8, 4, 0, 9, -5, 1.8, -8, -69
(64) Cc1csc(NC(=O)COc2ccc3c(C)cc(=O)oc3c2)n1
    -5, 0, -9, 3, 4, -1.1, 3, -2
(65) CN(C)c1ccc(NC(=O)c2ccc3nsnc3c2)cc1
    -4, 2, 5, -3, -3, 0.1, -6, -49
(66) O=C(O)c1ccc(Cl)c(S(=O)(=O)N2CCCCCC2)c1
    -7, 2, -2, -3, -5, -0.4, -8, -4
(67) CC1=C(C(=O)N2CCCC(N3CCN(c4ccccc4F)CC3)C2)OCCO1 (centres undefined)
    2, -1, -7, -4, 1, -1.5, -8, -8
(68) CCc1ccc(C2CC(c3ccccc3)Nc3nc(N)nn32)cc1 (centres undefined)
    8, -1, -2, -5, 2, -3.5, 0, -2
(69) CCOc1ccc(-c2csc3ncn(-c4ccc(OC)cc4)c(=O)c23)cc1
    -15, -1, 12, 38, 0, -1.4, 4, 0
(70) Cc1ccc(SCc2cc(=O)[nH]c(/N=C(\N)Nc3ccccc3Sc3ccccc3)n2)cc1
    -4, 0, 7, -3, -3, 2.4, 7, 12
